# Screening results: PubChem, National Center for Advancing Translational Sciences (NCATS)
# Apoferritin bind: binds horse apoferritin like a general anesthetic | 350,000 compounds, 0.074% hits | Potency, µM (series often up to 77.5 µM), without a hit: at the top dose activity change, negative = displacement, usual class: inhibitors | AID 485281 | apoferritin/1-aminoanthracene competitive binding, fluorescence | P02791; also: potency is read from the fitted curve at half-maximal effect; % is scaled to controls: 0 for no effect and ±100 for the full control effect; nearly all actives have a fitted effect of over 20% in size
# Target sequence (P02791 2-175 limits assumed): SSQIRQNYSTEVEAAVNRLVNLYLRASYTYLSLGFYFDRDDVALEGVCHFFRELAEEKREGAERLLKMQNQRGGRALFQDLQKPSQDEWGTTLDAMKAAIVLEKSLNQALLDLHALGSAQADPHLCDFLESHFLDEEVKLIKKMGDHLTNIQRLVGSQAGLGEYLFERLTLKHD
#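 10 uM apoferritin + 50% sat. 1-AMA, PBS; cpd 10 min RT; Ex380/Em535 endpoint; normalized to free probe vs complex; 4-param Hill fit; propofol titration as pos. ctrl.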
# APE1 inh: inhibitors of human APE1 endonuclease; P27695; recombinant APE1, TAMRA/BHQ-2 abasic DNA cleavage fluorescence; 350,000 compounds, 0.35% hits; Potency, µM (top dose mostly 65.8 µM), inactives show at the top dose activity change, negative = inhibition, actives largely listed as inhibitors; AID 2517;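 also: potency is read from the fitted curve at half-maximal effect; plate controls were vehicle for no effect and reference inhibitor for full effect; nearly all actives have a fitted effect of over 55% in size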
#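 Endonuclease cleavage of a quenched abasic-site DNA duplex (50 nM) by APE1 (0.75 nM) was tracked by TAMRA dequenching. Compounds were preincubated with enzyme 15 min at room temperature; data normalized to buffer-only and DMSO wells plus NSC13755 control.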
# ERG-DNA inh: inhibitors of human ERG Ets domain-DNA interaction. P11308. fluorescence polarization, His-ERG Ets domain / labelled DNA. Potency, µM (doses to about 76.9 µM), for the others: at the highest dose FP activity, negative = inhibition, actives largely listed as inhibitors. 370,000 compounds, 0.028% hits. AID 624246; active = well fitted inhibition curve with a large enough effect in the polarisation, with a control signal flat; inconclusive = small, poorly fitted or top-dose-only effect, or effect the other way, or a change in a side signal; inactive = no such curve, though single readings can be large or run the other way; the % refers to the polarisation;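 also: polarization taken with two DNA probes labelled with fluorescein and Texas red; potency is read from the fitted curve at half-maximal effect; % of control where 0% means no effect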
# Target sequence (P11308 whole entry, looked up, the tested form may be a part): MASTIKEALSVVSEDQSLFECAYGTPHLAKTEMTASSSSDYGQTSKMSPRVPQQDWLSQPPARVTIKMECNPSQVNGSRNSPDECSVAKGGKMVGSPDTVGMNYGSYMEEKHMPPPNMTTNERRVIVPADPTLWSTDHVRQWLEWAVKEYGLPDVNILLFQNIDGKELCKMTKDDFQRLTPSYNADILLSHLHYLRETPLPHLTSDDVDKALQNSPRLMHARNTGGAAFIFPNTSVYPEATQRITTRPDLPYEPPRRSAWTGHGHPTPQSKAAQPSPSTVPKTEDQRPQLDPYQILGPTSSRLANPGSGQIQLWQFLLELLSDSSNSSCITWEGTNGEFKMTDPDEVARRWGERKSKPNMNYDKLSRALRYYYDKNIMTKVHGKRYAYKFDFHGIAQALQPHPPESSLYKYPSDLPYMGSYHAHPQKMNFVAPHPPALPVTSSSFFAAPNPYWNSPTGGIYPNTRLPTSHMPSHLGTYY
#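 His-tagged ERG Ets domain (1 uM in the protein solution; 300mM KCl, 50mM Tris-HCl, 1mM EDTA, 1mM DTT, pH 7.5) received compound, then a probe mix of 5 nM fluorescein-DNA and 100nM Texas-615-DNA. Fluorescence polarization was read for both dyes.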
# 12-LOX inh: blocks human arachidonate 12S-lipoxygenase | P18054 | purified 12hLO, xylenol orange hydroperoxide absorbance | Potency, µM (titrated, usually from 108 µM), for the others: at the top dose activity change, negative = inhibition, hits mostly inhibitors | 580,000 compounds, 1.1% hits; also: potency is read from the fitted curve at half-maximal effect; % is scaled to controls: 0 for no effect and ±100 for the full control effect
#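 Hydroperoxide product was detected by ferrous iron/xylenol orange as the 573 to 405 nm absorbance ratio. Arachidonic acid at 40 uM (final) was turned over for 30 min at room temperature by 150 nM human 12hLO, pH 7.0 Hepes buffer, after 15 min compound preincubation.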
# Pol beta inh: inhibitors of human DNA polymerase beta; Pol beta primer extension/strand displacement, fluorescence kinetic; Potency, µM (highest dose often 114 µM), for inactives: at the top dose activity change, negative = inhibition, hits mostly inhibitors; 340,000 compounds, 1.3% hits; also: potency is read from the fitted curve at half-maximal effect; % is scaled to controls: 0 for no effect and ±100 for the full control effect
#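 Enzyme-only controls used 10 nM Pol beta; buffer lacking enzyme served as negative control. Compound preincubated 15 min, then 50 nM substrate added; 0 and 10 min reads at room temperature.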
# LDHA block: blocks human lactate dehydrogenase A | 480,000 compounds, 0.15% hits | purified LDHA, NADH/diaphorase-resazurin fluorescence; hits give low values | P00338 | activity change, % (values are at about 110 or 230 µM); in the data active = activity change below about -30%; inconclusive = mostly about -25% to -30%;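 also: plate controls were DMSO wells for no effect and wells without enzyme for full effect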
#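 Resorufin fluorescence (ex540/em590), read at 0 and 20 min after diaphorase/resazurin addition, reports the NADH left after a 5 min room-temperature reaction of 2 nM human LDH5 with 0.06 mM NADH and 0.2 mM pyruvate.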
# POLK inh: DNA polymerase kappa (human) inhibition; Q9UBT6; purified Pol kappa, fluorescent DNA synthesis assay, 10 min; Potency, µM (highest dose often 107 µM), inactives show at the highest dose activity, negative = inhibition, actives largely listed as inhibitors; 400,000 compounds, 0.53% hits; AID 588579; also: potency is read from the fitted curve at half-maximal effect; % is scaled to controls: 0 for no effect and ±100 for the full control effect
#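 Enzyme at 10 nM met test compounds for 15 min at room temperature. Substrate addition (50 nM final) began the reaction, which was monitored by fluorescence at 0 and 10 min.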
# Pol eta inh: DNA polymerase eta (human) inhibition | recombinant Pol eta, fluorescent DNA replication assay | Potency, µM (series often up to 114 µM), without a hit: at the top dose activity change, negative = inhibition, usual class: inhibitors | 390,000 compounds, 1.2% hits | AID 588591; also: potency is read from the fitted curve at half-maximal effect; % is scaled to controls: 0 for no effect and ±100 for the full control effect
#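 Fluorescent replication assay: 50 nM final substrate added after a 15 min room-temperature compound preincubation with 10 nM enzyme. Signal taken at 0 min and again at 10 min.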
# RGS4 inhibitor: human RGS4 inhibition | AID 504845 | Transcreener GDP fluorescence polarization, RGS4-accelerated GTP hydrolysis | Potency, µM (highest dose often 114 µM), for the others: top-dose activity change, negative = inhibition, actives largely listed as inhibitors | 390,000 compounds, 0.039% hits | P49798; also: potency is read from the fitted curve at half-maximal effect; % is scaled to controls: 0 for no effect and ±100 for the full control effect; nearly all actives have a fitted effect of over 75% in size; some results filed as inactive show a strong effect at the top dose
# Target sequence (P49798 whole entry, looked up): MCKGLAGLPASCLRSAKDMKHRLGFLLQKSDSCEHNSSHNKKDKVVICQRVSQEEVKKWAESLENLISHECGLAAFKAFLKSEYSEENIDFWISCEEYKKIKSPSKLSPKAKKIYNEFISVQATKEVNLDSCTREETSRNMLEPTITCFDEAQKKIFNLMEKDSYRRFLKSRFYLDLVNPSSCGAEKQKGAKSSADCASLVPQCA
#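 MLSMR compounds (23 nl, pin-transferred) preincubated 10 min at room temperature with a 500nM (2x) first reagent, then RGS4 at 900nM (2x) plus Transcreener GDP mix added; fluorescence polarization (620/688 nm) read before and after 90 min at 30 °C.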
# Starred values were filed as active, the others as inactive; ? = inconclusive; · = no result given; & = joins results of further samples; [ ] = dose if it differs, or a comment. Unless noted, calls follow the shape of the dose curve; as a rule, active = well fitted curve in the direction sought with a large enough effect; inconclusive = small, poorly fitted or top-dose-only effect, or another doubt; inactive = no such curve, though single readings can be large; an effect the other way counts as inactive or inconclusive. Some of the compounds tested (hit frequency here may not be typical).
# Order of results – Apoferritin bind	APE1 inh	ERG-DNA inh	12-LOX inh	Pol beta inh	LDHA block	POLK inh	Pol eta inh	RGS4 inhibitor
1: O=C(Nc1nnc(-c2ccccc2F)s1)C1CCN(S(=O)(=O)c2ccc(Cl)cc2)CC1
  -0.3%	0.5%	·	-7.0%	7.5%	-7.9	0.5%	-5.1%	6.1%
2: Cc1cccc(N2C(=O)CSC23C(=O)N(C)c2ccccc23)c1 (centres undefined)
  -4.7%	·	3.7%	-17.6%	28.7%	-13.5	0.0%	-0.2%	26.4%
3: CCC(C)NCCOCCOc1ccc(C)cc1OC (centres undefined)
  0.1%	-1.5%	0.8%	-16.7%	-10.3%	-13.8	-5.2%	-23.2%	6.7%
4: Cc1ccc(OCC(=O)NS(=O)(=O)c2ccccc2)cc1
  -4.6%	-1.7%	-3.1%	-24.7%	-17.8%	-2.1	-1.8%	-9.1%	-2.1%
5: COc1ccccc1CN(C)CC(=O)Nc1ccc(Cl)cc1F
  -9.2%	-0.7%	9.8%	-4.4%	2.6%	2.2	8.2%	-17.1%	-8.2%
6: C/C(CCCO)=N/Nc1ccc([N+](=O)[O-])cc1[N+](=O)[O-]
  -13.1%	-2.3%	-4.5%	?	-1.5%	-0.8	12.2%	-4.5%	3.9%
7: O=C(COC(=O)C1CCN(c2ccc(C(F)(F)F)cn2)CC1)NCCc1ccccc1
  ·	-22.2%	-2.0%	3.9%	·	1.0	-6.6%	-17.0%	16.3%
8: COC(=O)COc1cccc(NC(=O)c2ccc(Cl)cc2)c1
  -10.0%	0.5%	3.8%	-9.8%	-21.8%	-6.1	-6.3%	-7.9%	?
9: Cc1ccc(C)c(-n2c(-c3ccncc3)n[nH]c2=S)c1
  -2.4%	-0.9%	-1.4%	?	1.4%	-0.3	-11.6%	-3.9%	-16.1%
10: CC(=O)c1nnn(-c2cccc(C#N)c2)c1C
  11.5%	0.4%	112.7%[activator]	100.9%[activator]	3.7%	-4.3	-5.2%	-10.1%	-3.8%
11: O=C(COc1ccccc1)Nc1nnc(-c2ccccc2Cl)o1
  ·	·	-10.5%	0.0%	·	-4.8	3.1%	-3.1%	8.1%
12: O=C(NCCc1ccc(F)cc1)N1CCOCC1
  -12.3%	-1.0%	-2.9%	0.0%	1.6%	-7.0	-5.6%	-12.0%	-5.1%[56.9 µM]
13: CC(=O)Nc1ccc(-c2csc(NC(=O)CN3C(=O)NC4(CCCC4)C3=O)n2)cc1
  ·	-5.0%	6.9%	?	·	-3.8	-9.1%	-1.6%	-26.7%
14: CCOc1ccccc1CNC(=O)CSc1n[nH]c(-c2ccccc2Cl)n1
  41.7%[activator]	·	-0.4%	5.5%	5.0%	2.5	-8.8%[60.1 µM]	0.9%	-17.8%
15: COc1cc(NC(=O)C2CCCN2C(=O)OCc2ccccc2)cc(OC)c1 (centres undefined)
  2.8%	-3.1%	7.6%	61.2%[activator]	9.6%	-8.0	-5.8%	-8.4%	1.0%
16: CC(=O)c1ccc(-c2[nH]c3ccccc3c2CCN2C(=O)c3ccccc3C2=O)cc1
  ·	·	-8.5%	?	·	-4.9	-16.2%	-8.5%	4.9%
17: Cc1cc(NC(=O)Cn2nc(-c3ccccc3F)ccc2=O)ccc1-n1cnnn1
  ?	-5.6%	-5.1%	12.2%	1.8%	-14.8	-17.8%	-10.3%	-3.2%
18: Cc1nc2cc(N3CCOCC3)c(NC(=O)C3CC3)cc2c(=O)n1Cc1ccccc1
  -10.1%	13.0%	-20.2%	0.0%	39.6%	0.0	?	20µM*	-44.8%
19: CCOC(=O)[C@H]1[C@H]2COc3ccccc3[C@@H]2N2C(=O)CN(Cc3ccc(C)cc3)C(=O)[C@@]12C
  ·	12.5%	12.3%	-15.7%	·	-7.6	-4.7%	-9.6%	-1.3%
20: CCCCC(NC(=O)Cc1c(C)c2cc3c(-c4ccccc4)coc3c(C)c2oc1=O)C(=O)O (centres undefined)
  -4.7%	24.5%	-5.7%	0.0%	?	-8.7	?	-23.5%	-16.0%[56.9 µM]
21: Nc1nc(SCc2ccc(Cl)c(Cl)c2)n[nH]1
  ?	2.7%	2.2%	-17.8%	9.7%	1.2	7.9%	-8.5%	-2.6%
22: CCCN1CCN(CCCNC(=O)Cn2nc(C)n3c(cc4cc(F)ccc43)c2=O)CC1
  -5.7%&6.8%	49.1%	7.5%&2.6%	30.1%&-19.5%[activator]	14.2%&18.5%	-1.1&-15.1	6.5%&3.1%	-20.4%&-16.8%	-63.6%[56.9 µM]
23: COc1ccc2c(c1OC)C(=O)N1C2SC(C)(C)[C@H]1C(=O)NCC(C)C (some centres undefined)
  -8.4%	4.1%	7.0%	374.7%[activator]	83.4%	-4.9	-2.8%	4.7%	16.7%
24: CC1(C)Cc2c(cnn2-c2ccccc2)C(NC(=O)CCN2CCCC2=O)C1 (centres undefined)
  5.5%	-3.2%	14.7%	1.0%	-2.7%	-4.4	4.3%	4.5%	-4.0%
25: COc1ccc(C)cc1S(=O)(=O)NCC(c1cccs1)S(=O)(=O)c1ccc(C)cc1 (centres undefined)
  2.1%	·	1.9%	?	-0.4%	6.4	-5.3%[60.1 µM]	-4.1%	-18.7%
26: CCN(CC)c1ccc(/C=C2\CCC(/C=C(/C#N)C(=O)Nc3ccccc3F)=C2N2CCOCC2)cc1
  ·	·	19.5%	-11.8%	·	-3.5	2.9%	-0.6%	?
27: CC(C)c1[nH]c(=O)c(C#N)c2c1CSC(C)(C)C2
  -1.6%	-1.4%	7.6%	-18.7%	-0.3%	2.6	-0.4%	4.4%	-4.2%
28: COc1ccc(/C=C/c2c(-c3ccc(OC)cc3)oc(=O)c3cc(OC)c(OC)cc23)cc1
  ·	-2.6%	-10.7%	-17.8%	·	-0.9	-13.1%	-10.0%	-30.1%
29: COC(=O)[C@]1(Cc2ccccc2)N[C@H](CN(C)C(C)=O)[C@@H]2C(=O)N(Cc3ccccc3)C(=O)[C@@H]21
  ·	8.0%	22.3%	?	·	-2.4	-0.5%	0.9%	-13.7%
30: O=C(OCc1nc2ccc(Cl)cc2n1CCO)c1ccc2c(c1)OCO2
  -13.7%	-9.0%	12.3%	-17.5%	0.3%	-0.2	-11.1%	12.7%	-0.3%
31: CCOc1ccccc1NC(=O)Cn1nnc(C(=O)Nc2ccc(C)cc2)c1N
  -16.7%	0.3%	6.6%	44.2%[activator]	?	-9.3	0.2%	-8.8%	-31.1%
32: COc1ccc(C(C(=O)NC2CCCCC2)N(C(=O)c2ccco2)c2ccc(-n3cnnn3)c(C)c2)cc1 (centres undefined)
  ·	·	-0.9%	0.0%	·	-6.3	3.9%	-13.5%	-8.8%
33: Cc1ccc(S(=O)(=O)NCc2cccnc2)cc1
  -10.6%	6.2%	-1.3%	15.3%	99.5%	-4.6	-0.4%	-17.0%	-1.0%
34: Cc1ccccc1-c1noc(-c2ccc(N3CCC(C)CC3)c([N+](=O)[O-])c2)n1
  -1.7%	·	-4.0%	-13.3%	0.6%	-6.7	-14.4%	-9.2%	-6.8%
35: Cn1c(C(=O)N2CCC(C(N)=O)CC2)cc2c(=O)n(C)c3ccccc3c21
  1.9%	-2.4%	-8.2%	8.7%	16.9%	-7.8	6.0%	-2.2%	3.5%
36: O=C(CSc1ncnc2c1oc1ccccc12)NC1CCCC1
  -3.7%	10.1%	5.6%	-1.0%&-16.4%	14.2%	-7.3&10.8	-6.6%	3.5%	38.4%
37: O=c1[nH]c(CSc2ncnc3sc(-c4ccccc4)cc23)nc2ccccc12
  5.3%	2.8%	3.2%	-9.8%	-21.0%	-4.0	5.4%	-2.7%	3.7%
38: O=C(COC(=O)c1cc(=O)[nH]c2ccccc12)NC1CCCCCCC1
  ?	5.9%	-2.6%	-6.0%	10.1%	-2.7	1.7%	-18.1%	3.6%
39: CC1CC=CC2C1C(=O)N(Cc1ccccc1)C2c1ccc2ccccc2c1Br (centres undefined)
  9.2%	-5.9%	·	·	·	·	-2.5%	·	-33.2%
40: CCOc1ccc(-c2cccc(NC(=O)c3ccco3)c2)nn1
  ·	-1.7%	-3.7%	?	·	-3.3	-7.3%	-7.4%	0.5%
